Compound activity deposited in PubChem BioAssay by Sanford-Burnham Center for Chemical Genomics.
mIAP act = mouse IAP activation. activation factor at 10 µM. actives 0.24% (n = 330,000). AID 2805. muIAP, CDP-Star luminescence, 30 min; stronger effect = higher value; 1 = vehicle-only enzyme signal, 0 = enzyme-free wells;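 active = activation factor of at least 2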; note: the source names both 10 and 20 µM as test concentration; values of inactives mirror those of a sister screen read the other way
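Assay system: mouse IAP enzyme / Compound: DMSO-dissolved test compounds / Timing: 30 min, room temperature / Measured by: luminescence from enzymatic CDP-Star hydrolysis / Control set: DMSO-only wells, enzyme-free buffer wells as negative control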
mIAP inh = blocks mouse intestinal alkaline phosphatase; purified mouse IAP, CDP-Star luminescence, 30 min; inhibition, % at 10 µM; actives 0.2% (n = 330,000); AID 2806;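 active = inhibition of at least 40% at 10 µM in the primary screen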;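 note: plate controls were DMSO with enzyme for no effect and no enzyme wells for full effect; values of inactives mirror those of a sister screen read the other way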
hIAP activ = human IAP activation. purified human IAP, CDP-Star luminescence, 30 min; stronger effect = higher value; 1 = vehicle-only enzyme, 0 = enzyme-free background. P09923. activation factor at 10 µM. actives 0.16% (n = 330,000);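 active = activation factor of the enzyme at least 2-fold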; note: the source names both 10 and 20 µM as test concentration; values of inactives mirror those of a sister screen read the other way
Target sequence (P09923 whole entry, looked up): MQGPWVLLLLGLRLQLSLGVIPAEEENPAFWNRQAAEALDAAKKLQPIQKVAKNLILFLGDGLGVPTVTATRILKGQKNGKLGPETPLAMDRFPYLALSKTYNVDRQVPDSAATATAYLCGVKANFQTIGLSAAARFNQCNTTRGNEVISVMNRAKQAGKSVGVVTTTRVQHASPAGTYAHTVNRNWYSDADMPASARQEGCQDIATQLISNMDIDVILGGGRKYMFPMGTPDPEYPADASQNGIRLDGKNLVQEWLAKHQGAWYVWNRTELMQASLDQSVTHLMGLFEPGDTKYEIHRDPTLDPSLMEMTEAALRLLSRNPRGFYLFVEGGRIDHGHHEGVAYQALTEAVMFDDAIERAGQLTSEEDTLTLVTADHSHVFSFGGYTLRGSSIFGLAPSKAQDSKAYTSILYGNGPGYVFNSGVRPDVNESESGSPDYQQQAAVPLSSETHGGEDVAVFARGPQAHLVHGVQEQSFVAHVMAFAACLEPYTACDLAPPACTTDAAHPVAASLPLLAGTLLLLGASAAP
hIAP inh = human IAP inhibition; P09923; purified IAP, CDP-Star luminescence, 30 min; inhibition, % at 10 µM; actives 0.12% (n = 330,000);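 active = inhibition reaching a set limit with compound at 10 µM in the primary screen, cut at about 35% in these data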;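 note: plate controls were DMSO wells with enzyme for no effect and no-enzyme buffer wells for full effect; values of inactives mirror those of a sister screen read the other way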
TIM10 inh = inhibits growth of TIM10 yeast strain | S. cerevisiae TIM10 strain growth, BacTiter-Glo luminescence, 24 h | inhibition, % at 10 µM | actives 1.4% (n = 330,000);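 active = inhibition of 40% or more at the single tested concentration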;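 note: wild-type TIM10 isogenic control strain grown at permissive 25 °C; 0% = DMSO yeast wells and 100% = minimal medium wells without yeast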
tim10-1 inh = tim10-1 yeast growth inhibition | inhibition, % at 20 µM | S. cerevisiae tim10-1 ts strain growth, BacTiter-Glo, 24 h | actives 2.2% (n = 330,000);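 active = inhibition of at least 40%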;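 note: mutant grown at 25 °C; 0% = DMSO wells with yeast and 100% = wells holding no yeast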
ATG4B inhibitor = inhibitors of human ATG4B cysteine protease; Q9Y4P1; ATG4B cleavage of LC3-PLA2, NBD-HPC fluorescence, 1 h; inhibition, % at 8.33 µM; actives 0.51% (n = 340,000); AID 504462; in the data active = inhibition above about 40%
Target sequence (Q9Y4P1 whole entry, looked up): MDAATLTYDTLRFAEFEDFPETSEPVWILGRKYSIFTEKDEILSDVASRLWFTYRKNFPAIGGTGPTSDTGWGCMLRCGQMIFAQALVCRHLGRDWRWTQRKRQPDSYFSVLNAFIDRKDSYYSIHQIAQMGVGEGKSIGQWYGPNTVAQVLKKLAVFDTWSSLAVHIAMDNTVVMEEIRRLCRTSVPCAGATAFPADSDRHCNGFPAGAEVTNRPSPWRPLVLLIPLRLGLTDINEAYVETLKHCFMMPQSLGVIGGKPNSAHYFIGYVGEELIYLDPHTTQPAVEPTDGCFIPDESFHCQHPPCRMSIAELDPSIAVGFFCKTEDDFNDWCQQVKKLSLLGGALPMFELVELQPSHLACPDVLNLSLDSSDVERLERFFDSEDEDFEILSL
NALP3 yeast inh = NALP3 inhibition in yeast; Yeast reconstituted NLRP3/ASC/caspase-1, beta-gal luminescence, 24 h; inhibition, % at 10 µM; actives 0.39% (n = 330,000);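 active = inhibition of 50% or more; inactive = inhibition below 50%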;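 note: plate controls were induced DMSO wells for no effect and uninduced yeast grown without galactose for full effect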
Apaf1 inhib = human Apaf-1 inhibition | O14727 | reconstituted apoptosome caspase-3 activity, DEVD-Rh110 fluorescence | inhibition, % at 20 µM | actives 0.71% (n = 330,000) | AID 489030; active = inhibition of at least 40% at 20 µM;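 note: plate controls were DMSO wells for no effect and DEVD-CHO caspase inhibitor wells for full effect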
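System: reconstituted apoptosome with Apaf-1, cytochrome c, caspase-9, procaspase-3, dATP; Signal: Rh110 fluorescence intensity; Schedule: 30 min compound preincubation, 50 min activation, room temperature; Reagent: cytochrome c trigger plus (Z-DEVD)2-Rh110 caspase-3 substrate.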
An asterisk follows results filed as active. Random draw from the library; overall some 4.5% were active at least once.

SMILES	mIAP act	mIAP inh	hIAP activ	hIAP inh	TIM10 inh	tim10-1 inh	ATG4B inhibitor	NALP3 yeast inh	Apaf1 inhib
COc1ccc(CC(=O)O/N=C(\N)Cc2ccc(OC)cc2)cc1	1.1	-10	0.95	5	1	10	-6	22	0
CCOc1ccccc1NC(=O)N1CCCC1C(=O)Nc1ccc(NC(C)=O)cc1 (centres undefined)	1	-2	1	0	-5	11	-6	0	3
COc1cccc(OC)c1OCCCCCCN1CCN(C)CC1	0.89	11	1.1	-9	-7	-3	-1	23	4
O=C(O)CC(CC(=O)Nc1ccc(N2CCOCC2)cc1)c1ccccc1 (centres undefined)	1	-4	1.3	-29	-3	-16	9	-8	-19
O=C(NCC(=O)N1CCCCCCC1)c1ccc(Cl)cc1	0.97	3	0.94	6	-6	6	9	20	1
CCc1ccc(/C=C2/Sc3ccccc3N(CC(=O)NCC3CCCO3)C2=O)cc1 (centres undefined)	0.98	2	1.1	-7	7	-17	8	9	10
Cc1cc(C(=O)OC(C)C(=O)Nc2nc(-c3ccccc3)cs2)c(C)o1 (centres undefined)	1.1	-15	0.93	7	26	23	-5	7	21
CC1Oc2ccccc2OC1C(=O)Nc1nccs1 (centres undefined)	1	0	1.1	-13	8	12	-6	9	4
CCN(CC)CCNCc1ccc(Br)cc1OCC(=O)NCc1ccccc1	1.1	-12	1.4	-36	-9	-5	-12	-15	6
Cc1cccc(NC(=O)c2cnn(-c3ccc(F)cc3)c2C2CCNCC2)c1C	1	-5	0.95	5	-5	-4	-1	-6	-6
COc1ccccc1-n1c(O)c(C=NCc2ccccn2)c2ccccc2c1=O	0.98	2	1.2	-18	12	22	-4	13	-15
CCN(CC)C(=O)C(=O)c1cn(CCOc2ccccc2)c2ccccc12	1	-3	0.74	26	19	15	-29	6	11
CCOC(=O)N1CCc2[nH]c3ccc(C)cc3c2C1	1.1	-7	1	-4	-3	17	0	9	9
COc1cccc(CN2CCNC(=O)C2CC(=O)N(C)C2CCCCC2)c1OC (centres undefined)	0.92	8	0.88	12	10	2	-5	9	-19
Cc1ccc(S(=O)(=O)N2CCCCC2)cc1NC(=O)CN1C(=O)CN(C)C1=O	1.1	-10	0.98	2	-3	4	-4	18	-1
O=C(NC(=S)Nc1ccc(S(=O)(=O)N2CCCC2)cc1)C1CCC1	0.88	12	0.86	14	12	17	-5	-8	-4
COC(=O)c1ccc(OCC(=O)c2ccccc2)cc1	0.95	5	0.75	25	-2	6	-2	13	1
CCCn1c(C)cc(-c2csc(N)n2)c1C	0.9	10	1.1	-7	-8	9	14	-2	20
Cc1oc(/N=C/c2ccccc2O)c(C#N)c1C	1.1	-9	0.87	13	-3	23	23	-17	0
Cc1cc2oc(=O)cc(CN3CCC(C)CC3)c2c(C)c1Cl	0.96	4	0.94	6	6	23	-4	14	9
Cc1nc2c(C)cccn2c1C(=O)N/N=C/c1ccccc1[N+](=O)[O-]	1.1	-9	0.96	4	30	25	0	-8	2
COCCOc1cc(NCc2ccccc2)c2ncn(C(C)C)c2c1	1.3	-26	0.96	4	0	15	-1	0	68*
CCCCSc1nc2ccccc2n1CC(=O)O	1	0	1.1	-13	-1	-11	8	7	-4
CN1CCN(C(=O)Cn2ncc3c([nH]c4ccccc43)c2=O)CC1	1	-3	0.93	7	-11	-7	5	10	-2
COc1ccc(CNC(=O)C2CC(=O)N(c3ccc(OCC(=O)N4C(C)CCCC4C)cc3)C2)cc1 (centres undefined)	0.97	3	0.82	18	-4	-14	-4	14	-5

Record cards, as listed above. Screens in order: mIAP act | mIAP inh | hIAP activ | hIAP inh | TIM10 inh | tim10-1 inh | ATG4B inhibitor | NALP3 yeast inh | Apaf1 inhib
`COc1ccc(CC(=O)O/N=C(\N)Cc2ccc(OC)cc2)cc1` in the list: 1.1 | -10 | 0.95 | 5 | 1 | 10 | -6 | 22 | 0
`Cc1nc2c(C)cccn2c1C(=O)N/N=C/c1ccccc1[N+](=O)[O-]` in the list: 1.1 | -9 | 0.96 | 4 | 30 | 25 | 0 | -8 | 2

Other records.
SMILES	mIAP act	mIAP inh	hIAP activ	hIAP inh	TIM10 inh	tim10-1 inh	ATG4B inhibitor	NALP3 yeast inh	Apaf1 inhib
CC(C)CC(=O)N1CCN(Cc2ccccc2Br)CC1	0.91	9	0.73	26	0	4	4	18	8
CCCn1cnc2c(c1=O)c1nc3ccccc3nc1n2CCc1ccccc1	0.88	12	0.79	22	29	22	-1	4	5
NNC(=O)C1CCCn2c1nc1sc3c(c1c2=O)CCCC3 (centres undefined)	1.1	-7	0.87	13	5	14	-3	9	-3
COc1ccc(CNC(=O)C(c2ccccc2F)N(C(=O)c2csnn2)C2CC2)cc1 (centres undefined)	1	-3	1.1	-11	5	29	-8	21	0
COc1ccc(NS(=O)(=O)c2cc(N)ccc2N2CCOCC2)cc1	0.9	10	0.9	10	-5	9	-4	22	-3
O=C(Nc1nn[nH]n1)c1cc(-c2ccc(Cl)c(Cl)c2Cl)nc2ccccc12	0.92	8	1.2	-17	6	-11	1	-5	3
CC1CCN(C(=O)c2[nH]cnc2C(=O)Nc2nccs2)CC1	1.1	-7	1.9	-94	12	25	-10	8	-2
CCC(NC(=O)c1ccccc1NC(=O)c1ccccc1)C(=O)NNC(=O)c1cccnc1 (centres undefined)	0.98	2	1.1	-6	17	12	-10	5	-24
O=C(Nc1cccc2nsnc12)c1ccc2c(c1)OCCO2	1.2	-21	1.3	-28	-4	19	10	15	0
CSc1nc2ccc(S(=O)(=O)Nc3c(C)n(C)n(-c4ccccc4)c3=O)cc2s1	1.1	-9	0.99	1	9	-14	4	23	-3
Cc1ccc(S(=O)(=O)N2CCCC2C(=O)NCc2ccccc2F)cc1 (centres undefined)	0.97	3	1.2	-21	7	20	-1	25	13
COC(=O)C1=C(C)NC(=O)NC1c1ccc(-c2ccc(Cl)cc2)o1 (centres undefined)	0.93	7	1	-4	6	0	-1	12	2
Cc1nc2scc(C)n2c(=O)c1S(=O)(=O)NCc1ccccc1Cl	1.1	-9	1	-2	4	13	6	1	7
CCC(=O)Nc1cc(-c2nn3c(C)nnc3s2)ccc1C	1.1	-8	1	-2	4	23	-16	13	9
CC12C=CC3(CN(Cc4ccccc4)C(=O)C3C1C(=O)NC1CC1)O2 (centres undefined)	0.93	7	1.1	-5	11	4	6	11	-2
Cc1ccc(NC(=O)C2C(C(=O)O)C3C=CC2C32CC2)cc1 (centres undefined)	0.98	2	1.1	-10	7	9	-2	-6	8
O=S(=O)(Nc1nc(SCc2ccc(Cl)cc2)n[nH]1)c1ccccc1	0.93	7	0.91	9	19	15	-10	3	9
COc1cccc(OC)c1OCC(O)CN1CCN(c2ccccc2)CC1 (centres undefined)	0.98	2	1.2	-16	-5	3	3	21	-1
O=[N+]([O-])c1cc([N+](=O)[O-])c(Oc2ccc(F)cc2)cc1NN1CCCCC1	0.92	8	0.87	13	16	23	4	0	4
COc1cccc(C2NC(=O)CCC2[N+](=O)[O-])c1 (centres undefined)	1	0	1.1	-6	2	-14	3	11	2
CCOc1ccc(C(=O)Nc2ccc(C(=O)N3CCOCC3)cc2)c(OCC)c1	1	-2	1.1	-7	9	19	-2	12	4
CC(=O)OC(C(=O)N1CCN(c2ccc(F)cc2)CC1)c1ccccc1 (centres undefined)	0.93	7	1.1	-7	3	20	-7	2	-3
CCCCn1nnnc1SCC(=O)c1cc(Cl)ccc1OC	0.99	1	0.95	5	16	52*	-18	27	8
O=S(=O)(Nc1ncnc2c1oc1ccccc12)c1ccc(Cl)s1	1	-4	0.98	2	12	9	-9	-9	2
CN1/C(=C\C(=O)COC(=O)CNC(=O)c2ccccc2F)C(C)(C)c2ccccc21	0.88	12	0.92	8	24	21	-4	18	1

Arranged by SMILES length (ascending): 5 of the compounds above
SMILES	mIAP act	mIAP inh	hIAP activ	hIAP inh	TIM10 inh	tim10-1 inh	ATG4B inhibitor	NALP3 yeast inh	Apaf1 inhib
COc1cccc(OC)c1OCCCCCCN1CCN(C)CC1	0.89	11	1.1	-9	-7	-3	-1	23	4
COCCOc1cc(NCc2ccccc2)c2ncn(C(C)C)c2c1	1.3	-26	0.96	4	0	15	-1	0	68*
Cc1nc2scc(C)n2c(=O)c1S(=O)(=O)NCc1ccccc1Cl	1.1	-9	1	-2	4	13	6	1	7
Cc1cc(C(=O)OC(C)C(=O)Nc2nc(-c3ccccc3)cs2)c(C)o1 (centres undefined)	1.1	-15	0.93	7	26	23	-5	7	21
COc1ccc(CNC(=O)C2CC(=O)N(c3ccc(OCC(=O)N4C(C)CCCC4C)cc3)C2)cc1 (centres undefined)	0.97	3	0.82	18	-4	-14	-4	14	-5

Additional entries
SMILES	mIAP act	mIAP inh	hIAP activ	hIAP inh	TIM10 inh	tim10-1 inh	ATG4B inhibitor	NALP3 yeast inh	Apaf1 inhib
COc1ccc(C2C(C(=O)Nc3cccc(C)n3)CCC(=O)N2c2ccc(OC)cc2)cc1 (centres undefined)	0.98	2	0.99	1	20	5	-5	18	8
O=C(COC(=O)COc1ccc(Cl)cc1Cl)NC1CC1	1	-4	1.1	-6	-1	2	-1	0	-1
COc1cccc(CNC(=O)CCC(=O)n2ncc3cc(C)ccc32)c1OC	0.97	3	0.9	10	-11	-2	-12	31	-14
Cn1cc(C(=O)C(=O)N2CCN(c3ccccc3)CC2)c2ccccc21	0.93	8	0.96	4	3	22	-4	11	-10
CCOc1ccc(/C=C/C(=O)OCC(=O)Nc2cccc(S(=O)(=O)N3CCCC3)c2)cc1	1.1	-7	0.82	18	2	-2	-8	24	9
CCOC(=O)N1CCN(C(=O)CNC(=O)C23CC4CC(CC(C4)C2)C3)CC1	0.98	2	1.2	-19	3	-3	2	3	1

Laid out differently: five of the compounds above.
Results follow in this order: mIAP act | mIAP inh | hIAP activ | hIAP inh | TIM10 inh | tim10-1 inh | ATG4B inhibitor | NALP3 yeast inh | Apaf1 inhib
O=C(COC(=O)COc1ccc(Cl)cc1Cl)NC1CC1
→ 1 | -4 | 1.1 | -6 | -1 | 2 | -1 | 0 | -1
COc1cccc(CNC(=O)CCC(=O)n2ncc3cc(C)ccc32)c1OC
→ 0.97 | 3 | 0.9 | 10 | -11 | -2 | -12 | 31 | -14
Cn1cc(C(=O)C(=O)N2CCN(c3ccccc3)CC2)c2ccccc21
→ 0.93 | 8 | 0.96 | 4 | 3 | 22 | -4 | 11 | -10
CCOc1ccc(/C=C/C(=O)OCC(=O)Nc2cccc(S(=O)(=O)N3CCCC3)c2)cc1
→ 1.1 | -7 | 0.82 | 18 | 2 | -2 | -8 | 24 | 9
CCOC(=O)N1CCN(C(=O)CNC(=O)C23CC4CC(CC(C4)C2)C3)CC1
→ 0.98 | 2 | 1.2 | -19 | 3 | -3 | 2 | 3 | 1
